influenza NS1A = H1N1 influenza NS1A inhibitors, functional cell based assay (AID 504329) | inhibition, % at 12.5 µM, or IC50 in µM where a hit was titrated | NS1A functional cell-based assay, percent inhibition; higher % means a stronger effect | 340,000 compounds, 0.3% hits; in the data active = a potency from the dose series; inconclusive = inhibition above about 27% without an active follow-up result; note: strong numbers were not always called active
Salmonella PhoP GFP = PhoP regulon inhibitors, Salmonella typhi PhoP promoter GFP reporter, confirmatory (AID 1850); Salmonella Typhi PhoP-promoter GFP reporter, fluorescence, 4 h; higher % means a stronger effect; one-dose inhibition, % at 50 µM; IC50 in µM for titrated hits; 310,000 compounds, 0.33% hits; in the data active = a potency from the dose series; inconclusive = inhibition mostly from about 25% at the one dose, without a potency; inactive = the rest, 99 in 100 with inhibition below about 19%;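 note: 0% = induced wells with vehicle and 100% = uninduced wells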
VEEV TC-83 Vero = inhibitors of VEEV TC-83 cytopathic effect, confirmation, Vero cells (AID 588727) | 350,000 compounds, 0.13% hits | Vero cells, VEEV TC-83 cytopathic effect inhibition; higher % means a stronger effect | inhibition, % at 20 µM; hits with a dose series show IC50 in µM; in the data active = a potency from the dose series; inconclusive = inhibition mostly from about 14% at the one dose, without a potency; inactive = the rest, 99 in 100 with inhibition below about 12%; note: strong numbers were not always called active
M. tuberculosis HTS = M. tuberculosis growth inhibition, HTS (AID 449762); M. tuberculosis H37Rv growth inhibition, 7H9 media; higher % means a stronger effect; inhibition, % at 25 µM; hits with a dose series show IC50 in µM; 330,000 compounds, 0.59% hits; in the data active = a potency from the dose series; inconclusive = inhibition above about 70% without an active follow-up result;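 note: bacterial growth assessed after seven days of incubation; strong numbers were not always called active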
M. tuberculosis = growth inhibition of non-replicating M. tuberculosis (AID 488890); Mycobacterium tuberculosis non-replicating, growth inhibition; higher % means a stronger effect; inhibition, % at 25 µM; hits with a dose series show IC50 in µM; 320,000 compounds, 0.39% hits; in the data active = a potency from the dose series; inconclusive = inhibition mostly from about 82% at the one dose, without a potency; inactive = the rest, 99 in 100 with inhibition below about 76%;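 note: plate controls were DMSO cells for no effect and high antibiotic wells for full effect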
VEEV TC-83 Vero 10K pilot screen = second read-out of VEEV TC-83 Vero, no call of its own (marks repeat the call); inhibition, %; measured here: 10K pilot screen inhibition
The depositor's hits bear a star; i = inactive; ? = inconclusive; / = no result given.

SMILES | influenza NS1A | Salmonella PhoP GFP | VEEV TC-83 Vero | M. tuberculosis HTS | M. tuberculosis | others
COCC1CCCN(Cc2cn(Cc3ccccc3)nc2-c2cc3ccccc3o2)C1 (stereo unspecified) | 14% | 0% | 1.9% | ? | 77%
CC(C)(C)c1ccc(C(=O)NC(=S)N2CCCCCC2)cc1 | -8% | -11% | 1.9% | 70% | ?
COc1ccccc1NC(=O)c1ccc(S(=O)(=O)N2CCOCC2)cc1 | 6% | 1% | 2.4% | 9% | 2%
CCOc1ccc(NC(=O)CN(C)C(=O)CCCOc2ccc(Cl)c(C)c2)cc1OCC | 26% | -6% | 9.9% | -13% | 14%
COc1ccc(-n2c(=S)[nH]c3cc(C(=O)NCc4cccnc4)ccc3c2=O)c(OC)c1 | 6% | 7% | 1.5% | 0% | 8%
O=C(N/C(=C/c1cccc([N+](=O)[O-])c1)C(=O)N1CCCCCC1)c1ccco1 | 14% | -7% | 8.5% | -4% | 11%
COc1cccc(NC(=O)C2CCCN2C(=O)OCc2ccccc2)c1 (stereo unspecified) | -6% | 13% | 1.3% | -7% | -6%
Cc1ccc(C(=O)Nc2ccccc2[N+](=O)[O-])cc1S(=O)(=O)N1CCOCC1 | 8% | -9% | 10% | 9% | 10%
COc1ccc(N2CC(C(=O)OCC(=O)Nc3cccc(C)c3)CC2=O)cc1 (stereo unspecified) | -1% | 6% | 0.5% | -9% | -7%
COc1ccc(C(=O)NN=C(Cc2ccccc2)Cc2ccccc2)cc1OC | -3% | -5% | i | 4% | 74%
CCc1cccc(C)c1NC(=S)N1CC2CC(C1)c1cccc(=O)n1C2 (stereo unspecified) | -5% | -6% | i | -1% | -14%
S=c1[nH]nc(-c2ccncc2)n1/N=C/c1cccc2ccccc12 | / | -2% | / | -1% | -5%
COCCC(=O)N1CCC(n2nccc2NC(=O)c2ccccc2C)CC1 | -2% | 2% | 2.1% | 4% | -24%
Clc1ccc(OCCn2ccnc2)c(Br)c1 | 1% | 0% | 1.2% | 5% | 19%
CC(C)Cc1ccc(C(C)C(=O)Nc2ccccc2O)cc1 (stereo unspecified) | -6% | 5% | i | 2% | 21%
CC(=O)c1ccc(-c2cccc([C@H]3[C@@H]4C=CC[C@@H](C)[C@@H]4C(=O)N3Cc3ccccc3)c2)cc1 | -18% | / | 0.7% | / | /
O=C1c2ccccc2C(=O)N1Cc1cc(-c2ccccc2)no1 | -3% | 8% | i | 3% | 12%
OCC1OC(n2cnc3c(NC4CCCC4)ncnc32)C(O)C1O (stereo unspecified) | 1% | -12% | 2.7% | -1% | -5%
COc1ccc(C(=O)Nc2sc3c(c2C#N)CCN(C(C)=O)C3)cc1 | -16% | 0% | 0.6% | 11% | 23%
COc1ccc(CCN(Cc2cc3ccc(C)cc3n3nnnc23)C(C)=O)cc1OC | -16% | -13% | 1.1% | 0% | -6%
CC(=O)N(Cc1ccco1)C1(C(=O)NC2CCCC2)CCCCC1 | 0% | -15% | 1.0% | / | 17% | VEEV TC-83 Vero 10K pilot screen=0.0
CCCCn1c(O)c(/C=C2\C=NN=C2c2ccccc2)sc1=S | 0% | 5% | 6.1% | 10% | 18% | VEEV TC-83 Vero 10K pilot screen=9.0
Oc1ccc(N2CCN(Cc3ccc(OCCCN4CCCCC4)cc3)CC2)cc1 | 0% | -2% | 1.9% | -7% | 39%
Cc1ccc(-c2cc(C(=O)n3cnc4ccccc43)c3ccccc3n2)cc1C | 1% | -11% | 5.3% | 12% | 52%
CC(C)(CO)N=Cc1c(O)[nH]c2ccccc12 | 8% | 3% | 6.3% | -1% | -6%

Filtered by structure: those above containing an NH in an aromatic ring.
SMILES | influenza NS1A | Salmonella PhoP GFP | VEEV TC-83 Vero | M. tuberculosis HTS | M. tuberculosis | others
COc1ccc(-n2c(=S)[nH]c3cc(C(=O)NCc4cccnc4)ccc3c2=O)c(OC)c1 | 6% | 7% | 1.5% | 0% | 8%
S=c1[nH]nc(-c2ccncc2)n1/N=C/c1cccc2ccccc12 | / | -2% | / | -1% | -5%
CC(C)(CO)N=Cc1c(O)[nH]c2ccccc12 | 8% | 3% | 6.3% | -1% | -6%

The listing continues:
SMILES | influenza NS1A | Salmonella PhoP GFP | VEEV TC-83 Vero | M. tuberculosis HTS | M. tuberculosis | others
CCSC1=C(C#N)C(c2ccc(Cl)cc2)C2=C(CCCC2=O)N1 (stereo unspecified) | -2% | -7% | i | -1% | 49%
CCOC(=O)c1[nH]nc(C(=O)c2ccc(Br)cc2)c1O | -1% | -19% | 2.6% | -2% | 14%
COc1nc(-c2ccc(C)cc2)ccc1-c1noc(-c2ccco2)n1 | 9% | -4% | 2.0% | -5% | -3%
Cc1ccc(NC(=O)CSc2ncccn2)cc1F | 0% | 0% | i | 49% | 68%
O=C(NCc1cnn(-c2ccc(F)cc2)c1)C1CCC(=O)N(C2CC2)C1 (stereo unspecified) | -7% | -2% | 3.1% | -10% | -8%
CCN(CC)c1ccc(C(=S)NCc2ccccc2)cc1 | 0% | 3% | 3.4% | -4% | 20%
CCOc1cc(/C=C2\COc3ccccc3C2=O)ccc1OCC(=O)N(C)C | 8% | -7% | ? | 36% | 56%
Cc1ccc(NC(=S)NNC(=O)Cn2nc([N+](=O)[O-])cc2C)cc1 | -4% | 1% | i | -5% | -17%
CC(NC(=O)CN(c1ccc(F)cc1)S(C)(=O)=O)c1ccccc1 (stereo unspecified) | 1% | 4% | i | 4% | 4%
CC1(C)CC(=O)c2c(O)c(-c3ccccc3)c(=O)n(-c3ccccc3)c2C1 | -1% | 4% | 0.2% | -6% | 1%
COC(=O)CC1(c2ccc(OC)cc2)C(=O)c2ccccc2C1=O | -15% | 2% | 0.8% | 8% | 2%
COc1ccc(CCn2c(O)c(C=NCc3ccc4c(c3)OCO4)c(=O)[nH]c2=O)cc1OC | 2% | -2% | 3.0% | 2% | 6%
Cc1ccc(C2C(C(=O)c3sc(C)nc3C)=C(O)C(=O)N2CCN2CCOCC2)o1 (stereo unspecified) | 15% | -4% | 0.4% | -2% | -2%
O=S(=O)(Nc1ccc(Cl)cc1)c1cccc2nsnc12 | -21% | -11% | 0.9% | 0% | 16%
COc1ccccc1NC(=O)N1CCCC1C(=O)NCCc1ccccc1 (stereo unspecified) | -5% | -1% | i | -6% | 5%
COCCn1c(=N)c(S(=O)(=O)c2ccc(F)cc2)cc2c(=O)n3cccc(C)c3nc21 | 1% | 6% | 3.9% | 1% | -7%
Cc1cc(NC(=O)COC(=O)C2CC(=O)N(c3cccc(C)c3C)C2)no1 (stereo unspecified) | 6% | 0% | 3.8% | -1% | -20%
CCOc1ccc(-c2nnc(NC3=NCCCCC3)o2)cc1 | -2% | 8% | 8.2% | 2% | -4%
CCn1c(=O)c(CCC(=O)NCC2CCCO2)c(C)c2c(C)nn(-c3ccc(C)cc3)c21 (stereo unspecified) | 4% | -6% | i | 4% | 22%
CCn1c(COc2cccc(OC)c2)nnc1SCC(=O)Nc1cc(OC)ccc1OC | -13% | -1% | 2.6% | -10% | 16%
Cc1ncc([N+](=O)[O-])n1Cc1ccc(Br)cc1 | 3% | -6% | 1.3% | -7% | 6% | VEEV TC-83 Vero 10K pilot screen=0.7
COCCN(C(=O)CSCc1ccccc1)c1c(N)n(Cc2ccccc2)c(=O)[nH]c1=O | -10% | -1% | 6.9% | -15% | -6%
O=C1C2C(c3ccccc3)C=CC(c3ccccc3)C2C(=O)N1c1cccnc1 (stereo unspecified) | -2% | 9% | 1.6% | 9% | 4%
Cc1ccc(-n2c(-c3ccncc3)n[nH]c2=S)cc1 | 9% | 1% | 1.0% | -9% | -3%
Cc1cccc(C(C)(C)C)c1OCCn1ccnc1 | -9% | 1% | 4.6% | ? | ?
Continued.
SMILES | influenza NS1A | Salmonella PhoP GFP | VEEV TC-83 Vero | M. tuberculosis HTS | M. tuberculosis | others
CCN(CC)C(=O)n1nc(C)c(CN2C(=O)c3ccccc3C2=O)c1C | 3% | -7% | 1.5% | 9% | 5%
O=S(=O)(NCc1ccc(F)cc1)c1ccc(-n2cnnn2)cc1 | 16% | -19% | 0.8% | 0% | -13%
CC(NC(=O)C(=O)N/N=C\c1cccc([N+](=O)[O-])c1)c1ccccc1 (stereo unspecified) | 0% | -6% | 3.1% | 0% | -10%
Cc1cc(-c2ccc(C)c(S(=O)(=O)N3CCN(c4ccc([N+](=O)[O-])cc4)CC3)c2)on1 | 2% | -3% | 0.1% | -6% | -13%
O=S1(=O)CCN(OCc2ccc(Cl)cc2)CC1 | -8% | -2% | 0.3% | -4% | 7%
CC1Oc2ccccc2N(CC(=O)Nc2ccc3c(c2)OCO3)C1=O (stereo unspecified) | 7% | 1% | 3.3% | -2% | -1%
COc1ccc(CCNC(=O)COC(=O)Cc2cccc3ccccc23)cc1 | 0% | -4% | 0.5% | -6% | 44%
O=C(COc1ccccc1)N1CCCCCCC1 | -3% | -5% | i | 6% | 43%
CCOC(=O)CSCc1c(C#N)c2ccccc2n1C | 7% | -5% | i | -12% | /
COc1cc(NS(=O)(=O)c2ccc(NC(=S)NC(=O)c3ccco3)cc2)ncn1 | / | 2% | 1.7% | 7% | 54%
Cc1c(N=C2NC(=O)/C(=C/c3cccc([N+](=O)[O-])c3)S2)c(=O)n(-c2ccccc2)n1C | / | -14% | / | -1% | -1%
COc1ccc(N2CCN(C(=O)C3CCCN(c4ncnc5c4nc4n5CCCCC4)C3)CC2)cc1 (stereo unspecified) | 3% | -15% | 4.8% | 5% | 39%
CCOC(=O)Nc1ccc(=O)n(Cc2c(Cl)cccc2Cl)c1 | 1% | -4% | i | -13% | 5%
CN1CCN(C(=O)/C(=C\c2cccs2)NC(=O)c2ccccc2)CC1 | -1% | 7% | 1.7% | -3% | 10%
O=C(CN1C(=O)CSCC1=O)NCc1ccc(F)cc1 | -3% | -7% | 3.7% | -2% | -6%
CC(=O)Nc1cccc(C(=O)/C=C/c2ccc(/C=C/C(=O)c3cccc(NC(C)=O)c3)cc2)c1 | / | 1% | / | -1% | -8%
COc1ccc(S(=O)(=O)N(C)CC(=O)NCC2CCCO2)cc1OC (stereo unspecified) | 3% | -2% | i | -3% | 3%

In the list so far, these have a cyano group.
SMILES | influenza NS1A | Salmonella PhoP GFP | VEEV TC-83 Vero | M. tuberculosis HTS | M. tuberculosis | others
COc1ccc(C(=O)Nc2sc3c(c2C#N)CCN(C(C)=O)C3)cc1 | -16% | 0% | 0.6% | 11% | 23%
CCSC1=C(C#N)C(c2ccc(Cl)cc2)C2=C(CCCC2=O)N1 (stereo unspecified) | -2% | -7% | i | -1% | 49%
CCOC(=O)CSCc1c(C#N)c2ccccc2n1C | 7% | -5% | i | -12% | /

Arranged by length of the SMILES (rising): some entries from above
SMILES | influenza NS1A | Salmonella PhoP GFP | VEEV TC-83 Vero | M. tuberculosis HTS | M. tuberculosis | others
O=S1(=O)CCN(OCc2ccc(Cl)cc2)CC1 | -8% | -2% | 0.3% | -4% | 7%
O=S(=O)(NCc1ccc(F)cc1)c1ccc(-n2cnnn2)cc1 | 16% | -19% | 0.8% | 0% | -13%
COc1ccc(S(=O)(=O)N(C)CC(=O)NCC2CCCO2)cc1OC (stereo unspecified) | 3% | -2% | i | -3% | 3%
CCN(CC)C(=O)n1nc(C)c(CN2C(=O)c3ccccc3C2=O)c1C | 3% | -7% | 1.5% | 9% | 5%
COc1ccc(N2CCN(C(=O)C3CCCN(c4ncnc5c4nc4n5CCCCC4)C3)CC2)cc1 (stereo unspecified) | 3% | -15% | 4.8% | 5% | 39%
